Source: PubChem
OXTR agonist: human OXTR agonists, primary screen, fluorescence, CHO-OTR cells, Fluo-8 calcium; Fluo-8 calcium fluorescence; normalized: DMSO 0%, oxytocin 100%; AID 2435, 2010; Oxytocin receptor (Homo sapiens), P30559; activation, % at 3 µM; 320,000 compounds, 0.32% hits;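 active = activation above the mean of all tested compounds plus 3 SD, cutoff set per screening run, cut at about 20% in these data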;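 also: peak over basal fluorescence ratio from a 100 s FLIPR kinetic read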
OXTR potentiate: human OXTR potentiators, primary screen, fluorescence, CHO-OTR cells, Fluo-8 calcium; 320,000 compounds, 0.061% hits; activation, % at 3 µM; Fluo-8 calcium fluorescence, potentiator mode; 0% = oxytocin EC15, 100% = EC100;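 active = activation above that plate's cutoff, the mean activation of tested compounds plus 3 SD, cut at about 6.6% in these data, passing the limit was not always enough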;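 also: 100% uses oxytocin at 75 nM as the full agonist control; some results filed as inactive read as strong as hits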
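Replication – single well per compound, singlicate · Assay system – CHO cell line stably expressing human OTR · Timing – 6 min pre-incubation, 100 s read · Measure – normalized max/min fluorescence ratio, % activation · Doses – 3.0 µM, one dose · Detection – Fluo-8 calcium dye fluorescence · Probe or stimulus – oxytocin near EC15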
CHRM1 agonist: human M1 muscarinic receptor agonists, primary screen, Fluo-8 calcium fluorescence, CHO-K1 cells, HTS. CHO-K1 hM1, agonist mode; 0% DMSO, 100% acetylcholine EC100. activation, % at 3 µM. 360,000 compounds, 0.33% hits. AID 588814, 2011;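 active = activation above the run's mean compound activation plus 3 SD, cut at about 16% in these data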;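 also: peak over basal fluorescence ratio within a 140 s kinetic read after compound addition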
CHO parental Ca: ATP-evoked calcium signal inhibitors, parental CHO, primary screen, counter-screen for OX1R antagonist project, cell-based, fluorescence, Fluo-8 calcium dye. parental CHO-K1, ATP-induced calcium, Fluo-8 fluorescence. inhibition, % at 5.6 µM. 330,000 compounds, 0.63% hits. AID 463079, 2010;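 active = inhibition above that plate's mean sample inhibition plus 3 SD, cut at about 26% in these data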;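 also: 0% = ATP-challenged DMSO wells and 100% = DMSO wells without ATP; some compounds past the cut are filed as inactive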
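Material: Parental CHO cells | Reagent: ATP | Compound dosing: Single nominal dose of 5.6 µM per compound | Detection: Intracellular calcium via Fluo-8 no-wash fluorescent dye | Read-out: % inhibition of ATP-induced calcium mobilization | Benchmarks: Low control ATP plus DMSO, high control DMSO only | Replicates: Singlicate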
TAAR1 ag: human TAAR1 agonists, primary screen, Fluo-8 calcium fluorescence, CHO RD-HGA16 cells | Trace amine-associated receptor 1 (Homo sapiens), Q96RJ0 | vehicle wells 0%, saturating PEA agonist 100% | activation, % at 3 µM | 360,000 compounds, 0.99% hits | AID 624467, 2012;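 active = activation above the mean activation of all test compounds in the run plus 3 SD, cut at about 38% in these data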
Target sequence (Q96RJ0 whole entry, looked up): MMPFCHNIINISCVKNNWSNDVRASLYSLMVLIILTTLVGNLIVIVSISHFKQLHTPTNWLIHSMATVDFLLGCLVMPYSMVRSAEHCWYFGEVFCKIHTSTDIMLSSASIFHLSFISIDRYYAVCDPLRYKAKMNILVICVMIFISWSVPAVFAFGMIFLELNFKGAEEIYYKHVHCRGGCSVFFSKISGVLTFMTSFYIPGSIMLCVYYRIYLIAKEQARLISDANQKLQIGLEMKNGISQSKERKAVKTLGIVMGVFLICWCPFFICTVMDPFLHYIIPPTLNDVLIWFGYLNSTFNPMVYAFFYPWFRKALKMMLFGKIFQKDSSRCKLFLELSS
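Test system: RD-HGA16 (CHO) cells co-expressing Gα16 and hTAAR1; dosing: one-point dosing at 3 µM (nominal); timing: 17-24 h seeding, 75 min 37 °C dye, 30 min RT; signal: kinetic Fluo-8 calcium fluorescence; read-out basis: % activation relative to PEA EC100 response; controls: DMSO and PEA EC100; replicates: n 1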
M1 PAM: human M1 muscarinic receptor positive allosteric modulators, primary screen, CHO-K1 cells, Fluo-8 calcium fluorescence, 1536-well | Muscarinic acetylcholine receptor M1 (Homo sapiens), P11229 | CHO-K1 hM1, ACh EC20; 0% = ACh EC20, 100% = maximal ACh | 360,000 compounds, 0.088% hits | activation, % at 3 µM; in the data active = activation above about 19%, passing the limit was not always enough
M1 antag: human M1 muscarinic receptor antagonists, primary screen, CHO-K1 cells, Fluo-8 calcium fluorescence, 1536-well | CHO-K1 hM1, ACh EC80 antagonist | inhibition, % at 3 µM | 360,000 compounds, 1.3% hits;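 active = percent inhibition above its own plate's cutoff, namely the mean of that plate's compound wells plus 3 SD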;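 also: peak over basal fluorescence ratio during 140 s after agonist addition; 0% = ACh EC80 plus DMSO and 100% = DMSO alone without agonist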
V1aR counter: agonists of human V1a receptor, primary screen, counter-screen for OXTR agonist project, fluorescence, CHO-V1R cells; activation, % at 3 µM; 320,000 compounds, 0.25% hits; Fluo-8 calcium fluorescence, agonist mode; 0% DMSO, 100% 3 nM vasopressin;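 active = activation above the mean activation of all tested compounds plus 3 SD, per screening run, cut at about 20% in these data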;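 also: signal is peak over basal fluorescence ratio across a 100 second FLIPR read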
Target sequence (P37288 whole entry, looked up): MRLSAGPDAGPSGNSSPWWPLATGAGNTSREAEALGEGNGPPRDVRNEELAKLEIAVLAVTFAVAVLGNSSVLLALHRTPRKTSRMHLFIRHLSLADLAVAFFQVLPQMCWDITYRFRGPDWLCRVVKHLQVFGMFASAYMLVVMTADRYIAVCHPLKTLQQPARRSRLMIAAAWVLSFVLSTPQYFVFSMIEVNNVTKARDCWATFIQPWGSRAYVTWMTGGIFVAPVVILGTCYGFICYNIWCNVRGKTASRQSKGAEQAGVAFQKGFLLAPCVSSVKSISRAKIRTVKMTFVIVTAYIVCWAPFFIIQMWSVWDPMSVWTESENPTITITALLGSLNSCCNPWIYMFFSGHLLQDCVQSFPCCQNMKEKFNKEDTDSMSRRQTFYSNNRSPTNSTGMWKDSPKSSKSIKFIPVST
TAAR1 antagonist: human TAAR1 antagonists, primary screen, Fluo-8 calcium fluorescence, CHO RD-HGA16 cells. Trace amine-associated receptor 1 (Homo sapiens), Q96RJ0. antagonist. inhibition, % at 3 µM. 360,000 compounds, 1.5% hits. AID 624466, 2012;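 active = inhibition above a per-plate cutoff, the mean inhibition of test compounds on that plate plus 3 SD, cut at about 49% in these data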;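 also: 0% = DMSO plus EC80 beta-PEA response and 100% = DMSO alone without agonist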
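System: CHO RD-HGA16 cells bearing hTAAR1. Reagent: EC80 β-phenethylamine stimulus. Schedule: seeding 17-24 h prior, 75-min 37 °C, 30-min RT dye loading. Signal: Fluo-8 intracellular calcium dye fluorescence, real-time kinetic reads. Read-out: % inhibition from peak post-agonist over basal fluorescence ratio. Benchmarks: vehicle wells and EC80 agonist wells. Replicates: n of 1.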
The depositor's hits bear a star; nt = no result given.

SMILES | OXTR agonist | OXTR potentiate | CHRM1 agonist | CHO parental Ca | TAAR1 ag | M1 PAM | M1 antag | V1aR counter | TAAR1 antagonist
O=C(c1sc2ccccc2c1Cl)N(Cc1ccccc1Cl)C1CCS(=O)(=O)C1 (stereo not drawn) | 0.4 | -8 | -5 | -12 | 16 | -6 | 2 | 0.9 | -1
Cc1cc(C)c(C)c(S(=O)(=O)N2CCN(C(=O)CCC(=O)N3CCOCC3)CC2)c1C | -1.0 | 1 | -7 | -15 | 0 | 2 | -5 | 1.0 | -26
Cc1cc(Cl)c(S(=O)(=O)NC(C)C)cc1OCC(N)=O | 0.5 | -5 | -3 | -2 | 5 | -2 | 5 | -0.5 | -4
Cc1ccccc1Cn1c(C(=O)OC(C)C)cc2c1ccn2C | -2.2 | -10 | -4 | -30 | 2 | 5 | -6 | -0.3 | -3
O=C(CN=C1NC(=O)C(c2ccccc2)(c2ccccc2)N1)NCc1ccc(F)cc1 | 0.1 | -5 | -5 | -8 | 3 | 21 | -25 | -0.1 | 1
CC1=C(C(=O)NCc2ccccc2)C(c2cc(Br)cc(Br)c2OC(C)C)NC(=O)N1 (stereo not drawn) | 2.5 | 4 | -4 | -22 | 9 | -1 | 5 | 0.3 | 10
CN(C)CCCNC(=O)c1cc(C(=O)C2CCCCC2)c[nH]1 | 0.2 | -29 | -8 | 7 | 6 | -3 | 8 | 1.7 | -24
O=C(O)CCc1ccc(-c2ccccc2)o1 | 0.9 | 0 | -3 | -5 | 1 | 7 | -7 | 1.5 | 23
COC(=O)Cc1ccc(N(Cc2ccccc2F)S(=O)(=O)c2ccc(Cl)cc2)cc1 | 2.7 | -14 | -3 | -10 | 1 | -5 | -3 | 3.1 | 7
CCCCn1c(N)c(N(Cc2ccccc2OC)C(=O)COc2ccccc2OC)c(=O)[nH]c1=O | -0.2 | -10 | 0 | -13 | 1 | 3 | -4 | 0.3 | -1
COc1ccc(-c2ccc(C(=O)Nc3ccc(NC(C)=O)cc3)c3occc23)c(C)c1 | nt | nt | -3 | nt | 14 | -8 | 10 | nt | 51*
CCOC(=O)CCCCCC(=O)Nc1ccc2c(c1)C(=O)N([C@@H](C)CO)C[C@H](C)[C@H](CN(C)S(=O)(=O)c1ccc(OC)cc1)OCCCC[C@H](C)O2 | nt | nt | -11 | nt | 4 | -14 | 3 | nt | 8
CC(C)Oc1ccc(F)cc1-c1cc(C(=O)NCc2cc(C(F)(F)F)cc(C(F)(F)F)c2)[nH]n1 | nt | nt | -4 | nt | 0 | 8 | -17 | nt | 6
COc1ccc(OCC(=O)Nc2ccc(NC(=O)c3cccs3)cc2)cc1 | 3.5 | -7 | -1 | 13 | 21 | 3 | -5 | 2.4 | 7
O=C(c1cnc2sccn2c1=O)N(Cc1ccccc1)c1ccccn1 | 0.2 | -4 | -1 | -4 | 3 | -3 | 2 | -0.2 | -18
Cc1ccc(C2CN(c3ccccc3)CC2C(=O)c2ccc(F)cc2)cc1 (stereo not drawn) | -1.3 | -3 | -3 | -23 | 2 | 0 | -7 | -0.5 | -24
COc1cc(Cl)c(C)cc1NC(=O)COC(=O)c1cc[n+]([O-])cc1 | 5.7 | -27 | -2 | -3 | 1 | 6 | 2 | 2.0 | -9
O=C1c2ccccc2C(=O)N1c1ncn[nH]1 | 1.0 | -7 | -3 | -2 | 3 | 7 | -7 | 1.1 | 8
COC(=O)c1ccc(S(=O)(=O)NCc2ccc(OC)cc2)n1C | 1.5 | -3 | 1 | -15 | 3 | 9 | -7 | 1.2 | 13
CC(NC(=O)CN(C)CC(=O)Nc1ccc(F)c(F)c1F)c1ccccc1 (stereo not drawn) | -1.4 | 0 | -5 | -13 | 1 | 11 | -12 | 2.2 | -13
CCCCCCN(C(=O)CCCCCN1C(=O)NC(c2ccc(-c3ccccc3)cc2)C(C(=O)OCc2ccccc2)=C1C)C(C(=O)NCCCC)c1ccc(OCC(=O)OC)cc1 (stereo not drawn) | 0.1 | -3 | nt | -16 | nt | nt | nt | 3.1 | nt
CC(=O)NC1CC2CCCC(C1)N2C(=O)Nc1c(C)cccc1C (stereo not drawn) | nt | nt | -1 | nt | 2 | 7 | -7 | nt | -15
CCCCOc1ccc(-c2c(C#N)c(N)[nH]c(=S)c2C#N)cc1 | -0.7 | -4 | -3 | -11 | 0 | 7 | -9 | -0.1 | -3
Cc1cc(N)n(-c2ccc(Oc3ccccc3)c(S(=O)(=O)O)c2)n1 | nt | nt | -6 | nt | 8 | 12 | -9 | nt | -5
CCc1nc2ccc(C(=O)Nc3cc(-c4ccccc4)ccc3OC)cn2c1N(C)Cc1ccc(Cl)cc1 | nt | nt | -5 | nt | 0 | 13 | -13 | nt | -22

Single records (already shown).
Cc1cc(Cl)c(S(=O)(=O)NC(C)C)cc1OCC(N)=O is listed as OXTR agonist: 0.5; OXTR potentiate: -5; CHRM1 agonist: -3; CHO parental Ca: -2; TAAR1 ag: 5; M1 PAM: -2; M1 antag: 5; V1aR counter: -0.5; TAAR1 antagonist: -4
COC(=O)c1ccc(S(=O)(=O)NCc2ccc(OC)cc2)n1C is listed as OXTR agonist: 1.5; OXTR potentiate: -3; CHRM1 agonist: 1; CHO parental Ca: -15; TAAR1 ag: 3; M1 PAM: 9; M1 antag: -7; V1aR counter: 1.2; TAAR1 antagonist: 13

The list continues:
SMILES | OXTR agonist | OXTR potentiate | CHRM1 agonist | CHO parental Ca | TAAR1 ag | M1 PAM | M1 antag | V1aR counter | TAAR1 antagonist
CCc1ccc(N2CC(O)(c3cccs3)[N+]3=C2SCCC3)cc1 (stereo not drawn) | 1.3 | 1 | -4 | -15 | 12 | -18 | 35 | 1.8 | -3
COc1ccc(C(C(=O)NC2CCCC2)N(Cc2ccccc2)C(=O)CNC(=O)c2ccco2)cc1 (stereo not drawn) | -0.2 | -5 | 2 | -27 | 4 | 1 | 10 | 0.1 | -10
Cc1ccc(C)c(CSc2nnc(-c3cccs3)n2Cc2ccco2)c1 | -0.6 | -4 | -2 | 15 | 10 | 17 | -10 | -0.6 | 12
Cc1ccc(S(=O)(=O)N2CCC(NC(=O)c3cccnc3)CC2)cc1Cl | 0.4 | -7 | -10 | -16 | -1 | 1 | -4 | 2.0 | 1
O=C(NNc1c2ccccc2nc2ccccc12)c1cccc(O)c1 | -0.7 | -5 | -9 | -13 | 3 | 4 | 0 | 0.0 | 19
CCOC(=O)CNC(=O)CSc1ccc2nnc(-c3cccnc3)n2n1 | 0.4 | -5 | -2 | -3 | 8 | 1 | 1 | 0.6 | -4
O=C(NCCCN1CCOCC1)[C@@H]1CSC2c3ccccc3C(=O)N21 (stereo partly drawn) | 0.7 | -7 | -1 | 6 | 7 | 7 | -31 | -0.2 | -23
O=C1/C(=C/c2ccncc2)SC(=S)N1C1CCS(=O)(=O)C1 (stereo not drawn) | 0.3 | -16 | -2 | -14 | 5 | 5 | -4 | 0.5 | 1
CC(=O)Oc1ccc(C(=O)Nc2cccc(C(=O)NC(C)(C)C)c2)cc1 | 1.6 | -3 | -3 | -15 | 8 | -2 | -1 | 1.5 | 6
COC(=O)C[C@H]1c2ccccc2S(=O)(=O)N1Cc1ccc(OC)cc1 | -0.3 | -6 | -2 | -11 | 3 | 10 | -8 | 0.3 | 21
CN(C)c1ccc(C(=O)c2ccc(N(C)C)c3ccccc23)cc1 | -1.7 | -8 | -3 | 70* | 0 | -1 | -1 | -1.4 | 24
COc1ccc(N2CC(NC(=O)Nc3ccccc3)CC2=O)cc1 (stereo not drawn) | 0.3 | 0 | 2 | -1 | 1 | 2 | 1 | -0.8 | -22
CC(Cc1ccccc1)C(=O)N(C)Cc1cccnc1 (stereo not drawn) | 0.5 | -3 | -7 | -11 | 8 | 6 | -6 | 0.2 | -1
O=C1OC(c2ccccc2)=NC12CC2c1ccc(Cl)cc1 (stereo not drawn) | -0.9 | -1 | -2 | -15 | -1 | 11 | -10 | 0.3 | -11
CN(C)CCCN(Cc1cc2cc3c(cc2[nH]c1=O)OCO3)C(=S)NCc1ccco1 | -0.3 | -4 | -15 | -4 | 1 | 11 | -7 | 0.6 | -3
CC1=C(N2CCCCC2)CCC1=O | -0.3 | 4 | -5 | -18 | 19 | 7 | 3 | -0.5 | -2
Cc1ccc(NC(=S)NNC(=O)c2ccco2)cc1 | 0.3 | -5 | -4 | -8 | 0 | 5 | -13 | 0.4 | -2
COc1ccc(CCNC(=O)c2ccc(CNS(=O)(=O)c3ccc(C(C)(C)C)cc3)cc2)cc1OC | 7.3 | -6 | -2 | -5 | 15 | -17 | 28 | 6.9 | 56*
Cn1cc(/C=C2\SC(=O)NC2=S)c2ccccc21 | -2.9 | -13 | -5 | 8 | -2 | 6 | -1 | -1.3 | 14
CS(=O)(=O)Nc1ccc(S(=O)(=O)NCCc2ccccc2)cc1 | 4.2 | -10 | 3 | 8 | 9 | 2 | -6 | 2.5 | 16
Cc1c(Cl)cccc1NC(=S)NC1CC1 | -1.5 | -1 | -7 | -6 | 2 | 14 | -13 | 0.3 | 13
Cc1[nH]c2ccccc2c1/C=C(\C#N)C(=O)NCc1ccccc1 | 2.3 | -7 | -2 | 0 | 11 | 8 | -10 | 3.0 | -5
c1ccc(-c2nc(N3CCOCC3)cc(N3CCOCC3)n2)cc1 | -1.5 | -3 | -2 | -8 | 1 | 3 | -2 | -0.8 | -7
O=C(Cc1cnc2ncnn2c1)N1CCc2c([nH]c3ccccc23)C1c1ccccn1 (stereo not drawn) | -0.8 | -6 | -6 | -15 | 12 | 7 | 5 | -0.1 | 10
O=C(NNS(=O)(=O)c1ccccc1C(F)(F)F)c1cccc(S(=O)(=O)Nc2ccccc2Cl)c1 | -0.1 | -8 | -6 | -15 | 0 | 10 | -11 | 0.7 | 20
CCC(=O)Nc1c(-c2ccc3ccccc3c2)nc2ccccn12 | -1.6 | -4 | -6 | -1 | -1 | 10 | -20 | 0.7 | 11
